GCN5L2 inh – blocks human GCN5L2 histone acetyltransferase | Q92830 | actives 0.21% (n = 390,000) | Potency, µM (titrated, usually from 58.9 µM), for the others: at the highest dose activity change, negative = inhibition, usual class: inhibitors | AID 504327 | GCN5L2 HAT assay, ThioGlo1 CoA-SH fluorescence
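Fluorescence readout, Ex340nm/Em540nm: ThioGlo1 (50uM final) reacts with free CoA thiol released as 20nM GCN5L2 acetylates H3(1-25) peptide (75uM) using acetyl-CoA (70uM). Compound and enzyme sat 15 min beforehand; 20 min room-temperature reaction.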
DT40 TDP1 no CPT – qHTS for Inhibitors of human tyrosyl-DNA phosphodiesterase 1 (TDP1): qHTS in cells in absence of CPT; DT40 Tdp1-/- hTDP1 cells, no CPT, ATP luminescence, 48 h; Potency, µM (series often up to 46.2 µM), inactives show at the highest dose activity change, negative = growth inhibition, actives largely listed as inhibitors; actives 15% (n = 420,000); AID 686978, 2013; note: nearly all actives have a fitted effect of over 55% in size
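Luminescent ATP content (CellTiter-Glo) served as the growth readout. Knockout chicken DT40 cells expressing human TDP1 were exposed to compounds without camptothecin for a minimum 48 hr at 37 °C.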
TDP1 block – inhibitors of human tyrosyl-DNA phosphodiesterase TDP1 | Potency, µM (series often up to 130 µM), for inactives: at the top dose activity change, negative = inhibition, hits mostly inhibitors | AID 485290 | Q9NUW8 | recombinant TDP1, AlphaScreen DNA substrate cleavage | actives 0.28% (n = 350,000); note: nearly all actives have a fitted effect of over 40% in size
Target sequence (Q9NUW8 whole entry, looked up): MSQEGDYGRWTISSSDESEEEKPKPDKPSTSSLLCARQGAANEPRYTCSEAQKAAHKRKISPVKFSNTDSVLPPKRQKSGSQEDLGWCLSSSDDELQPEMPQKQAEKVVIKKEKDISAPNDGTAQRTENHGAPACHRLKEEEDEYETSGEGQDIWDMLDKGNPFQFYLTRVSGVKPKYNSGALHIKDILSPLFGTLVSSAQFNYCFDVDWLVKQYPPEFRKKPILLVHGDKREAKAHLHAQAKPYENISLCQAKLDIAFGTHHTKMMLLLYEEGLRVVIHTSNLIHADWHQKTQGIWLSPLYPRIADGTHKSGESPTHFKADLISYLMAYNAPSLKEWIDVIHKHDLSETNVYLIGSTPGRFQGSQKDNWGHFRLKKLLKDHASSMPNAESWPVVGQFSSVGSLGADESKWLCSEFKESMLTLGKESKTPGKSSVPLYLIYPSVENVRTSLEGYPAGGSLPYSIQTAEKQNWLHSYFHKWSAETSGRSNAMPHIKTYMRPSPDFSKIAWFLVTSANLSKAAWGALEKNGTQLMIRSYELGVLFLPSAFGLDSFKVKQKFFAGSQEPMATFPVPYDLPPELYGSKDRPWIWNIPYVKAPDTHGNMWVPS
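Steps: enzyme plus compound, 15 min RT; add biotin/phosphotyrosine-FITC oligonucleotide (15 nM final), react 5 min; add donor/acceptor beads (10 ug/ml final), 10 min; read AlphaScreen. Tdp1 at 1 nM final.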
Starred values were filed as active, the others as inactive; ? = inconclusive; nt = not tested or not shown; [ ] = remark or other dose. Calls come from the whole dose curve; as a rule, active = well fitted curve in the direction sought with a large enough effect; inconclusive = small, poorly fitted or top-dose-only effect, or another doubt; inactive = no such curve, though single readings can be large; an effect the other way counts as inactive or inconclusive. % is set by controls: 0 for no effect and ±100 for the full control effect; potency is the fitted concentration of half-maximal effect.

SMILES	GCN5L2 inh	DT40 TDP1 no CPT	TDP1 block
Cc1ccc(S(=O)(=O)n2cnc(C)c2)cc1	-18.4%	-6.8%	nt
O=C(COc1ccccc1[N+](=O)[O-])Nc1ccc(CN2CCOCC2)cc1	-3.5%	-27.4%	5.5%
CCc1ccc(CNC(=O)C(C)n2ccc3cc(S(=O)(=O)N4CCCCCC4)ccc32)cc1 (centres undefined)	-4.1%	?	5.6%
CCN(CC)c1ccc(/C=c2/sc3nnc(-c4ccccc4C)n3c2=O)cc1	-11.1%[0.501 µM]	?	0.7%
Cc1ccc(-c2cc(C(=O)N(Cc3ccc(C(C)(C)C)cc3)Cc3ccco3)no2)cc1	-21.8%	13µM*	4.7%
On1c(-c2ccccc2)nc2ccc(Cl)cc21	16.2%	?	-3.8%
COc1cccc(CN(C)CC(=O)Nc2cc(S(=O)(=O)N3CCCC3)ccc2Cl)c1OC	-5.8%	?	-14.3%
COc1ccc2cc(C(=O)C3CCCN(Cc4cccc(C)n4)C3)ccc2c1 (centres undefined)	2.4%	8.2µM*	6.1%
Cc1nc2ccccc2c(=O)n1NC(=O)CCC(=O)O	-10.8%	7.6%	2.6%
COc1ccc(CCN(C)CC(O)COc2c(C)ccc(C)c2C)cc1OC (centres undefined)	-22.3%	?	nt
COc1cccc(N2CCN(C(=S)NCCc3ccccc3)CC2)c1	0.0%	-26.0%	7.2%
O=c1c2cc(N3CCOCC3)ccc2[nH]c(=S)n1CCc1ccccc1	-3.4%	?	-2.7%
COCCn1nnnc1CN(Cc1cccnc1)Cc1cc2cc(OC)ccc2[nH]c1=O	-4.5%	-12.5%	8.3%
Cc1ccccc1C(=O)Nc1nnc(CC(=O)N/N=C/c2ccncc2)s1	-10.3%	0.3%	0.0%
COc1ccc(CCN2C(=S)NC3CC2(C)Oc2ccc([N+](=O)[O-])cc23)cc1OC (centres undefined)	-8.1%	14.6µM*	8.0%
CCOC(=O)c1cc(C#N)c(Oc2cccc(C(F)(F)F)c2)nc1-c1ccccc1	-14.2%	?	0.0%
CC(=O)NCCc1nc2ccccc2n1Cc1ccc(C)cc1	-3.1%	-27.3%	2.0%
COc1cccc(NC(=O)C2C3C=CC4(O3)C2C(=O)N(CCCN2CCCCC2)C4C(=O)NC2CCCCC2)c1 (centres undefined)	1.3%	?	-13.9%
CCN1CCN(CCCNC(=O)c2ccc3c(c2)N(Cc2ccccc2)CCS3)CC1	-13.6%	?	6.9%
COc1cc(C(=O)NCC(=O)OCC(=O)Nc2ncc(Cl)cc2Cl)cc(OC)c1OC	-10.5%	-4.9%	-3.6%
CCN(CC)c1ccc(NC(=O)Cn2cc3c(n2)CCCC3)c(C)c1	-1.4%	?	5.1%
COC(=O)N1CCN(c2ccc(Cl)c(Cl)c2)CC1	-6.0%	?	-1.1%
COc1ccccc1CCNC(=O)C(=O)NCC(c1ccco1)S(=O)(=O)c1cccs1 (centres undefined)	-5.9%	?	2.6%
COC(=O)c1[nH]c2ccc(Br)cc2c1NC(=O)Oc1ccccc1	-11.8%	1.6%	1.0%
Fc1ccc(C2=Nn3c(nnc3-c3n[nH]c4c3CCC4)SC2)cc1	-4.2%	?	5.1%
Cc1nn(-c2ccccc2)c(-n2cccc2)c1C(=O)NCCc1ccc(Cl)cc1	-2.2%	?	2.5%
COc1ccc(C)cc1NC(=O)NCc1ccc(F)cc1	7.3%	0.1%	0.0%
CNC(=O)c1cc(-c2ccc(Cl)cc2)n(-c2ccccc2)n1	2.3%	?	nt
CCOC(=O)c1cc(=O)cc(C(=O)OCC)o1	0.0%	-1.8%	1.9%
COc1ccc(Cn2c(=N)c(C(=O)NCC3CCCO3)cc3c(=O)n4ccccc4nc32)cc1 (centres undefined)	-13.4%	?	nt
CN(C)N=Nc1nc[nH]c1C(N)=O	-2.7%	-10.1%	nt
Cc1ccc(CN2CCN(Cc3ccc(Oc4ncccn4)cc3)CC2CCO)cc1 (centres undefined)	0.0%	-22.9%	6.0%
O=C(Nc1ccc(S(=O)(=O)Nc2nccs2)cc1)C1CCCCC1	-6.0%	1.7%	4.0%
COc1cc(C(=O)N2C[C@@H]3CCC[C@H]2C3)ccc1OC1CCN(C(C)=O)CC1	-3.1%	-0.8%	0.7%
CCn1c(COc2ccc(C)cc2)nnc1SCC(=O)C(C)(C)C	0.4%	?	3.1%
Cc1[nH]c2ccccc2c1/C=N/Nc1nc(Nc2ccc(F)cc2)nc(N2CCOCC2)n1	-10.6%	-23.7%	5.6%
COc1ccc(C(=O)OCc2cc(C)ccc2C)cc1S(=O)(=O)N1CCCC1	-10.7%	?	-0.1%
COc1ccccc1NC(=O)CSc1ncn(-c2ccccc2)n1	-6.1%	?	-3.9%
O=C(Cn1cccc1C(=O)c1ccccc1)NCCc1ccc(Cl)cc1	-3.1%	4.7%	1.8%
CC(C)C[C@@H](CO)N1CCN(Cc2ccc(Br)cc2)CCC1=O	-0.2%	?	nt

In the list so far, these have a nitro group on carbon.
SMILES	GCN5L2 inh	DT40 TDP1 no CPT	TDP1 block
O=C(COc1ccccc1[N+](=O)[O-])Nc1ccc(CN2CCOCC2)cc1	-3.5%	-27.4%	5.5%
COc1ccc(CCN2C(=S)NC3CC2(C)Oc2ccc([N+](=O)[O-])cc23)cc1OC (centres undefined)	-8.1%	14.6µM*	8.0%

Among those listed so far, two have a furan ring, fused or not.
SMILES	GCN5L2 inh	DT40 TDP1 no CPT	TDP1 block
Cc1ccc(-c2cc(C(=O)N(Cc3ccc(C(C)(C)C)cc3)Cc3ccco3)no2)cc1	-21.8%	13µM*	4.7%
COc1ccccc1CCNC(=O)C(=O)NCC(c1ccco1)S(=O)(=O)c1cccs1 (centres undefined)	-5.9%	?	2.6%

(next part)
SMILES	GCN5L2 inh	DT40 TDP1 no CPT	TDP1 block
COc1ccc(Cl)cc1NC(=O)c1cc2nc(-c3ccc(C)cc3)cc(C(F)(F)F)n2n1	-1.3%	?	-3.2%
CCOC(=O)CN1C(=O)N[C@@H](CCc2ccccc2)[C@H](C(=O)OC)[C@H]1C	nt	-20.1%	13.7%[12.3 µM]
COc1ccccc1NC(=O)CCCNC(=O)Cn1cnc2sc(C)c(C)c2c1=O	-2.5%	2.1%	-0.1%
O=C(NCc1ccco1)C1(c2ccccc2)CCCC1	-1.3%	7.08µM*	6.6%
CC(C)CC(=O)NC(=S)Nc1nc(-c2ccccc2)cs1	8.9%	?	1.4%
C=CCOc1ccc(/C=C/C(=O)OCC(=O)N2CCCc3ccccc32)cc1	2.2%	-6.4%	1.8%
Cc1nnc2n1NC(c1ccc(Cl)cc1)C(C(=O)N(C)C1CCCCC1)S2 (centres undefined)	0.9%	1.6%	1.9%
COc1ccc(OC)c(NC(=O)c2ccc3c(c2)c(C)c(C)n3Cc2ccc(F)cc2)c1	15.6%	20.6µM*	10.5%
Cc1noc(C)c1-c1cc(Nc2ccccc2)ncn1	-15.1%	?	nt
COc1cccc(C(=O)N2CCN=C2SCc2cccnc2)c1OC	-3.2%	-14.8%	2.0%
O=c1[nH]c(SCc2nc3c(cnn3-c3ccccc3)c(=O)[nH]2)nc2ccccc12	-0.5%	20.6µM*	-3.0%
FC(F)(F)c1cccc(Oc2ccc3c(C(F)(F)F)cc(C(F)(F)F)nc3n2)c1	-16.5%	-8.9%	7.9%
COc1ccccc1C1C=C(c2ccc(C)cc2)Nc2nnnn21 (centres undefined)	-6.8%	20.6µM*	6.2%
Cc1cc(OC(=O)c2ccco2)c(Sc2ccccc2[N+](=O)[O-])c(=O)o1	-14.3%	18.4µM*	0.0%
O=C(CNC(=O)c1ccc(F)cc1)NCc1ccc(Cl)cc1	5.0%	-11.4%	nt
N#Cc1ccc(OCC(=O)NCCc2ccc(S(N)(=O)=O)cc2)cc1	-1.6%	-13.5%	3.1%
CCOC(=O)CNC(=O)CSc1nc(N(C)C)nc(N2CCOCC2)n1	-3.6%	-23.3%	5.3%
Cc1cccc(-n2c(C)nc3cc(C(=O)NCc4ccc5c(c4)OCO5)ccc32)c1	-6.6%	-26.5%	2.6%
CN(C)C(CNS(=O)(=O)c1ccc(Cl)cc1F)c1ccco1 (centres undefined)	-1.6%	-0.6%	2.6%
O=C(O)c1ccc(NC(=O)c2cccc(N3C(=O)C4C5CCC(C5)C4C3=O)c2)cc1 (centres undefined)	-0.6%	-2.1%	0.0%
O=C(Nc1cc(Cl)ccc1-n1cncn1)c1ccc([N+](=O)[O-])s1	?	?	7.6%
CCCSc1nc(C)cc(C)c1S(=O)(=O)c1ccccc1C	-23.0%	7.31µM*	-1.0%
C=CCNC(=S)Nc1nc2c(cc1C(=O)OCC)CCCC2	-3.1%	23.1µM*	0.6%
O=C(CN1CCN(Cc2ccccc2)CC1)N/N=C/c1ccc(Br)s1	-3.2%	?	2.6%
COc1ccc(NC2CC(=O)N(c3ccccc3)C2=O)cc1 (centres undefined)	-2.8%	-4.8%	5.2%
Cc1ccc(O)c(-c2cc(C(=O)Nc3ccc(S(=O)(=O)N4CC(C)OC(C)C4)cc3)[nH]n2)c1 (centres undefined)	-20.2%	23.1µM*	6.3%
Cc1cc(C(=O)COC(=O)c2ccccc2Br)c(C)n1CC1CCCO1 (centres undefined)	-18.4%	?	10.0%
CCOc1ccc(OCCC(=O)NNC(=O)c2cc(C)oc2C)cc1	-2.5%	-3.3%	0.8%
COCCN1Cc2cccc(C(=O)NC(C)c3cccs3)c2C1=O (centres undefined)	-2.1%	-14.7%	2.5%
Cc1ccc(C2(c3noc(CN4CCC(c5ccncc5)CC4)n3)CCCC2)cc1	?	18.4µM*	1.2%
COc1ccc(CCNC(=O)c2ccc3c(c2)N(Cc2cccc(C)c2)C(=O)c2ccccc2S3(=O)=O)cc1OC	-14.0%	11.6µM*	4.6%
CC1=NN(C(=O)c2ccc(Cn3cc(Br)c([N+](=O)[O-])n3)o2)C(O)(C(F)(F)F)C1 (centres undefined)	0.0%	2.59µM*	6.3%
COc1cccc(C2=NOC(C(=O)Nc3ccccc3SC)C2)c1 (centres undefined)	-14.1%	?	2.3%
CCC(C)[C@H](NC(=O)Nc1ccc(C(C)=O)cc1)C(=O)OC (some centres undefined)	1.3%	-6.4%	-1.0%
CCOC(=O)C1CCN(c2ncnc3c2cnn3-c2ccccc2)CC1	-5.9%	1.7%	0.0%
O=C1N[C@@H](Cc2ccccc2)COC(=O)[C@@H](Cc2ccc(F)cc2)CC/C=C/C[C@@H]1CC(=O)N(CCO)Cc1ccccc1	-11.9%	?	-0.1%
CCOC(=O)CCC(=O)O[C@H]1C(O[C@@H]2C(C)[C@H](O[C@H]3C[C@@](C)(OC)C(O)C(C)O3)C(C)C(=O)OC(CC)[C@@](C)(O)C(O)[C@H](C)C(=O)C(C)C[C@]2(C)O)OC(C)CC1N(C)C (some centres undefined)	3.0%	-3.0%	8.2%
COc1ccccc1CNC(=O)COC(=O)c1ccccc1SCC(=O)N1CCCC1	-0.6%	?	-11.4%[0.505 µM]
CCOc1ccc(-c2c(=O)n(OCc3ccc([N+](=O)[O-])cc3)c3ccccc3[n+]2[O-])cc1	60.1%[activator]	nt	4.1%
Cc1ccc(NC(=O)C(C)N2CCc3ccccc3C2)cc1 (centres undefined)	-2.3%	-20.1%	nt
O=C(O)c1ccc(Sc2nnc3ccccn23)c([N+](=O)[O-])c1	-5.8%	2.7%	-1.2%
COc1ccc(CCN2CCCC(CN(C)Cc3cc(OC)c(OC)c(OC)c3)C2)cc1 (centres undefined)	0.6%	16.4µM*	nt
CCc1ccc(CNC(=O)c2cnc3sc4cc(OC)ccc4n3c2=O)cc1	-2.4%	-11.7%	-3.9%
O=C(NCCCN1CCCC1=O)c1cn(-c2ccccc2)nc1-c1ccccc1	-2.0%	-23.6%	2.2%
O=C(CN(c1ccc(F)cc1)S(=O)(=O)c1ccccc1)NC1CC2CCC1C2 (centres undefined)	-18.3%	-21.2%	1.6%
COC(=O)c1ccc(/C=N\NC(=O)c2c(C)nc3ccc(Cl)cn23)cc1	-5.2%	10.3µM*	nt

Gathered by group: those above containing two or more sulfur atoms.
SMILES	GCN5L2 inh	DT40 TDP1 no CPT	TDP1 block
COc1ccccc1CCNC(=O)C(=O)NCC(c1ccco1)S(=O)(=O)c1cccs1 (centres undefined)	-5.9%	?	2.6%
O=C(Nc1ccc(S(=O)(=O)Nc2nccs2)cc1)C1CCCCC1	-6.0%	1.7%	4.0%
CC(C)CC(=O)NC(=S)Nc1nc(-c2ccccc2)cs1	8.9%	?	1.4%
CCCSc1nc(C)cc(C)c1S(=O)(=O)c1ccccc1C	-23.0%	7.31µM*	-1.0%

Screening data as filed in PubChem BioAssay.

Some of the compounds tested, so the mix of outcomes need not match the whole.
